Screens: PubChem BioAssay, several laboratories
STK33 inh – inhibitors of purified STK33 kinase, primary screen, biochemical, ADP-Glo luminescence, homogeneous, cell-free; Serine/threonine-protein kinase 33 (Homo sapiens), Q9BYT3; MBP phosphorylation; inhibition, % at 10 µM; 0.073% of 320,000 active; AID 2661, 2010;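 active means inhibition at or above 25%, using the most active replicate where run in duplicate; inactive means inhibition below 25%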
Target sequence (Q9BYT3 whole entry, looked up): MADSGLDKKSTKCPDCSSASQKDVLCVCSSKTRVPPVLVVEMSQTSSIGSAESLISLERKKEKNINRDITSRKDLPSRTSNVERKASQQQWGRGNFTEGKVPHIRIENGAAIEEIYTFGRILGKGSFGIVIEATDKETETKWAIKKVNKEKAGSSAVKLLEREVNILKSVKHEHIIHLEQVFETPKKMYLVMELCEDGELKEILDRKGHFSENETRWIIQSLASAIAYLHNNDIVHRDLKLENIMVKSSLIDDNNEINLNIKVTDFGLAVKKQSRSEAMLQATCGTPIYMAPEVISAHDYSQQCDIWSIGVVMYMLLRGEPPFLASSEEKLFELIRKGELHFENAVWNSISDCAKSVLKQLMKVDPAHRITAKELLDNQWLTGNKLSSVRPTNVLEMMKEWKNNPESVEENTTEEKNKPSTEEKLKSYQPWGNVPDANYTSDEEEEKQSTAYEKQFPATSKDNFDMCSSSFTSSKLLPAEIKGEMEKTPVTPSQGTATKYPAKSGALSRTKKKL
OX1R FRET antag – antagonists of human orexin 1 receptor (OX1R); inhibition, % at 6.6 µM; 1.8% of 330,000 active; OX1R-expressing cells, FRET antagonist read-out; Orexin/Hypocretin receptor type 1 (Homo sapiens), O43613; AID 485270, 2010; in the data active means inhibition mostly above about 38%, no sharp cut-off; inactive means mostly below about 40%;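 further: 0% = agonist challenge alone and 100% = reference antagonist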
Target sequence (O43613 whole entry, looked up): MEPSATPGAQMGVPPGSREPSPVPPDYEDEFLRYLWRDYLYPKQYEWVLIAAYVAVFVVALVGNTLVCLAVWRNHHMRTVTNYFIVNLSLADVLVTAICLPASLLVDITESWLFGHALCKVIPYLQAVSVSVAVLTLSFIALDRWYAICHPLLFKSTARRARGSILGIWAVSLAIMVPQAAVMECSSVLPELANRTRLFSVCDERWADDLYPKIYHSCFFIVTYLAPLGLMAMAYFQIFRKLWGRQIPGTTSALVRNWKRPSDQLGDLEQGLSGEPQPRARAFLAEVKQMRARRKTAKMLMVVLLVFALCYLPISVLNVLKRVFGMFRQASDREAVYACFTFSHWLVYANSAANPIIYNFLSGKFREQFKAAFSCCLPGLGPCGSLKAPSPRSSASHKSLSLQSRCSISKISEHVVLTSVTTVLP
KCNQ2 inh – KCNQ2 potassium channel inhibitors, primary screen, cell-based, CHO-K1, FluxOR thallium flux, B-score (AID 2156). 20 min; stronger effect = lower value. B-score at 10 µM. 1.1% of 310,000 active;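 active means fluorescence ratio B-score at most minus 3 library SDs, with starting brightness B-score within 2 library SDs, cut at about -5.5 in these data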
An asterisk follows results filed as active; i = inactive; . = not tested or not shown.

SMILES	STK33 inh	OX1R FRET antag	KCNQ2 inh
C/C(=N/NC(=O)CNC(=O)c1ccco1)c1ccc(Cl)cc1	0.7	14	i
Cc1nn(-c2ccccc2)c(/N=C/c2ccccc2O)c1-c1ccccc1	1.4	11	-11*
O=C(c1cc(F)ccc1F)C1CCCN(C(=O)CCN2CCCCO2)C1 (stereo not given)	-1.7	20	i
COc1ccc(C2=CC(=O)OC3(CCCC3)O2)cc1	2.5	18	i
CCN(CC)c1ccc2cc(C(N)=O)c(=O)oc2c1	3.7	19	i
O=C(CN1CCOCC1)NNC(=O)c1ccc(Cl)cc1	-1.0	1	.
N#Cc1cnn2ccn(C3OC(CO)C(O)C3O)c12 (stereo not given)	-0.9	4	i
Cc1nn(S(=O)(=O)c2ccc(Cl)cc2)c(C)c1Sc1ccc([N+](=O)[O-])cc1	-0.9	11	i
C=CCSc1nnc(NC(=O)c2c(CC)noc2C)s1	-1.6	8	i
CC(C)n1cnc2c(Nc3ccc(C(=O)O)cc3)nc(Cl)nc21	-0.9	15	i
O=C(CSc1nc(-c2ccccc2)ns1)N1CCOCC1	-0.5	5	i
CC(C)C(c1nnnn1Cc1ccccc1)N1CCN(Cc2ccc3c(c2)OCO3)CC1 (stereo not given)	-2.0	16	i
CCOc1cc(NC(=S)NC)c(OCC)cc1NC(=O)c1cccs1	5.5	13	i
COCCCNC(=O)CN1C(=O)COc2ccc(S(=O)(=O)N3CCOCC3)cc21	.	11	i
Cc1cc(N2CCCC2=O)cc(C)c1S(=O)(=O)Nc1c(C)nn(C)c1C	-0.9	10	i
COc1ccc(/C=C/C2=CC(C)(C)NC(=S)N2)c(OC)c1	1.1	1	i
COc1cccc(C(=O)N(C)c2nnc(-c3ccncc3)s2)c1	-0.3	14	i
Cc1ccccc1-n1c(CSC(=N)N)nc2ccccc2c1=O	-2.0	2	i
CCOC(=O)N1CCN(C(=O)c2oc3ccc(S(=O)(=O)N4CCCCCC4)cc3c2C)CC1	-1.1	-13	i
Cc1c(NC(=S)NC(=O)CC(C)C)c(=O)n(-c2ccccc2)n1C	-0.1	20	i
CCN(CC)CCCNC(=O)c1cc2c(=O)n(C)c3ccccc3c2n1C	2.5	10	i
Cn1nc(-c2ccc(Cl)cc2)nc2c(=O)n(C)c(=O)nc1-2	2.4	91*	i
C/C(=N/NC(=O)CNC(=O)c1ccccn1)c1ccc([N+](=O)[O-])cc1	-0.1	28	i
COc1ccc(-n2nc(C(=O)NCC(=O)NC3CCCCCC3)c3ccccc3c2=O)cc1OC	-0.2	13	i
CCc1ccc(Oc2cc(Cl)nc(N)n2)cc1	-0.4	6	i
COC(=O)c1sccc1NC(=O)CC1C(=O)NCCN1C(=O)c1ccc(C)c(C)c1 (stereo not given)	1.0	11	i
O=C(Nc1ccc(S(=O)(=O)N2CCOCC2)cc1)c1cc(-c2ccccc2O)n[nH]1	0.2	-5	i
CSCCC(C(=O)NCc1cccs1)N1C(=O)c2ccccc2C1=O (stereo not given)	-1.0	22	i
COc1ccc(C2(C(=O)Nc3ccc(S(N)(=O)=O)cc3)CCCC2)cc1	-0.4	19	i
CCCc1c(C(=O)N/N=C/c2ccccc2C(F)(F)F)nnn1-c1nonc1N	-1.7	11	i

Arranged by the number under STK33 inh (rising): some entries from above.
SMILES	STK33 inh	OX1R FRET antag	KCNQ2 inh
Cc1ccccc1-n1c(CSC(=N)N)nc2ccccc2c1=O	-2.0	2	i
COc1ccc(C2(C(=O)Nc3ccc(S(N)(=O)=O)cc3)CCCC2)cc1	-0.4	19	i
CCN(CC)CCCNC(=O)c1cc2c(=O)n(C)c3ccccc3c2n1C	2.5	10	i

More results:
SMILES	STK33 inh	OX1R FRET antag	KCNQ2 inh
Cc1ccc2c(c1)N(C(=O)CCC(=O)NCCCN1CCN(C)CC1)CC(C)O2 (stereo not given)	-0.6	3	i
Nc1nonc1-c1nc2ccccc2n1Cc1ccc(Cl)cc1	2.7	1	i
COc1ccccc1NS(=O)(=O)c1cc(NC(=O)C2CCCC2)ccc1N1CCOCC1	-0.8	14	i
Cc1c(C)c2ccc(OCC(=O)c3ccccc3)cc2oc1=O	-0.5	1	i
O=C(CN1CCCC1)Nc1ccc([N+](=O)[O-])cc1Cl	-0.5	21	i
CCCCn1c(N)c(N(CCOC)C(=O)c2ccc(N3C(=O)CCC3=O)cc2)c(=O)[nH]c1=O	-1.6	5	i
COC(=O)c1ccccc1NC(=O)N1c2ccccc2CC1C (stereo not given)	-0.7	15	i
Cc1cccc2sc(NC(=O)c3cc(S(=O)(=O)N(C)C)ccc3N3CCCC3)nc12	1.1	0	i
COc1ccccc1N1C(=NC(=O)CCC2CCCC2)SC2CS(=O)(=O)CC21 (stereo not given)	-0.9	-6	i
CN(C)C(=O)CN1C(=O)C2CCCCN2C(=O)c2ccccc21 (stereo not given)	-1.3	19	i
CC1C(C#N)=C(N)OC2=C1C(=O)CC(C)(C)C2 (stereo not given)	-1.8	1	i
CC(=O)Nc1ccc(NC(=O)C(C)OC(=O)C2CCN(S(=O)(=O)c3ccc4c(c3)OCCO4)CC2)cc1 (stereo not given)	0.5	8	i
CCOC(=O)c1ccc(N2C(=O)c3n[nH]c(C)c3C2c2ccccc2)cc1 (stereo not given)	-0.1	4	i
Cc1ccc(C(=O)NCCSCc2ccccc2)cc1[N+](=O)[O-]	3.9	24	i
O=C(CCCC(=O)N(CC(=O)NC1CCCCC1)c1ccc(F)cc1)Nc1ccccn1	0.2	7	i
CCOC(=O)c1c(C)[nH]c(C)c1C(=O)CN1C(=O)NC2(CCC(C)CC2)C1=O (stereo not given)	-0.4	4	i
Nc1nc(Nc2ccccc2)nc(NCc2ccccc2)c1[N+](=O)[O-]	2.6	38	i
COc1ccc(C(=O)NCc2nnc(SCC(=O)Nc3cc(C)on3)o2)cc1OC	-1.9	13	i
CCOC(=O)c1cc(-c2ccc(OC(F)F)cc2)nc2nc(SC)[nH]c(=O)c12	0.1	15	i
CC/C(=N\NC(=O)c1nnn(-c2nonc2N)c1-c1ccc2c(c1)OCO2)c1ccccc1	-3.5	9	i
C=C1C(C(=O)N2CCOCC2)C1C(=O)N1CCOCC1 (stereo not given)	-3.5	11	i
CN1CCN(C(=O)c2cc3c(n(-c4ccccc4)c2=O)CC(C)(C)CC3=O)CC1	.	18	i
CCOCCOC(=O)NCCCCCCNC(=O)OCCOCC	-0.7	8	i
Cc1cc(NS(=O)(=O)c2ccc(NC(=O)Nc3cccc(Cl)c3)cc2)no1	-0.2	15	i
CC1CN(S(=O)(=O)c2cccc(C(=O)NCc3ccco3)c2)CC(C)O1 (stereo not given)	-2.6	8	.
COc1ccc(/C=C(\C#N)C(=O)Nc2cc(S(=O)(=O)N3CCCCC3)ccc2N2CCCCC2)cc1	0.3	13	i
Cc1cccc(C2c3[nH]c4ccccc4c3CCN2C(=O)c2noc3c2CCCC3)n1 (stereo not given)	-0.6	28	i
COc1ccccc1C(=O)NCC(=O)OC(C)C(=O)NC(=O)NC1CCCCC1 (stereo not given)	-1.5	16	i
N#CC1=C(N)Oc2cc(O)ccc2C1C1CCCCC1 (stereo not given)	-3.2	15	i
CCOC(=O)N1CCN(C(=O)CN(C)S(=O)(=O)c2ccc(OCC)cc2)CC1	-0.2	20	i
O=C(N=Nc1c(O)[nH]c2ccc(Br)cc12)c1cc(-c2cccc3ccccc23)n[nH]1	0.3	14	i
Cc1ccc(S(=O)(=O)N2CCOCC2)cc1NC(=O)CSc1cccc[n+]1[O-]	-1.2	7	i
COc1ccc(C(=O)Nc2ccccc2C(=O)NC(Cc2ccc(O)cc2)C(=O)NNC(=O)c2ccc(C)cc2)cc1 (stereo not given)	0.1	12	i
CC(C)=CC(=O)O[C@H]1[C@@H]2[C@H](C)C(=O)O[C@@H]2C[C@@H](C)[C@@H]2[C@@H](O)CC(=O)[C@]21C	-0.5	28	i
CCOCC(=O)Nc1nc2ccccc2s1	1.7	-3	i
COC(=O)/C=C1\N/C(=N\c2nc(C)cc(C)n2)N(c2ccc(C)c(C)c2)C1=O	-0.9	18	i
O=S(=O)(NC1=NCCCCC1)c1cccs1	-0.8	17	i
COc1ccc(C(=O)Nc2ccccc2-c2nnn(CC(=O)Nc3ccc4c(c3)OCCO4)n2)cc1	0.1	2	i
O=C(COC(=O)c1ccc(CO)cc1)NCc1cccs1	-1.3	7	i
Cc1ccc(C(=O)NCC(=O)N(C)CC(=O)Nc2ccccc2Br)s1	-1.6	0	.
CC(=O)C1=C(O)C(=O)N(c2ccc(S(=O)(=O)Nc3nccs3)cc2)C1c1ccc(F)cc1 (stereo not given)	-0.4	19	i
Cc1cc(C)n2ncc(/C(N)=N/OC(=O)Nc3ccccc3)c2n1	-0.3	3	i
O=C(Cc1ccccc1)Nc1ccc(NC(=O)c2ccco2)cc1Cl	-2.2	19	i
COc1ccc(S(=O)(=O)NCc2ccc(C(=O)N3CCc4ccccc4C3)cc2)cc1	-2.9	18	i
COc1ccc([C@H]2/C=C\CN(S(=O)(=O)c3ccc4ccccc4c3)[C@@H](C)C(=O)N2Cc2ccc(F)cc2)cc1	-1.3	38	i
CC(=C/c1ccc(C(C)C)cc1)/C=N/NC(=O)Cn1nnnc1N	6.5	13	i
O=C(O)c1ccc(Nc2nc3ccccc3nc2NS(=O)(=O)c2cccs2)cc1	-1.6	11	i
COc1cc(C(O)P(=O)(OCC(C)C)OCC(C)C)cc(OC)c1OC (stereo not given)	0.1	32	i
COC(=O)c1ccccc1NC(=O)C/C(C)=N/NC(=O)CC#N	-1.0	22	i
CC(=O)Nc1cccc(OCCCNC(=O)c2ccc(F)cc2)c1	-1.0	7	i
O=C(Cn1ccc(=O)[nH]c1=O)NCCO	-0.2	18	i
COc1cc(C2=NOC(C(=O)Nc3cccnc3)C2)cc(OC)c1OC (stereo not given)	-1.3	10	i
CC(=O)c1c(C)[nH]c(C(=O)Nc2cccc(S(=O)(=O)N3CCCCC3)c2)c1C	-0.6	6	.
O=C(Nc1ccc(Cl)cc1C(=O)N1CCOCC1)c1cccc([N+](=O)[O-])c1	-1.9	4	i
CCNS(=O)(=O)c1ccc(CCC(=O)NCc2cccnc2)cc1	-0.7	11	i
CCc1c(C)nc2ncnn2c1Nc1ccc(C#N)c(Cl)c1	-0.4	-1	i
O=C(OCc1ccccc1)C1CCCN1C(=O)c1ccccc1[N+](=O)[O-] (stereo not given)	0.1	11	i
CCOC(=O)C1=C(C)N=C2SC(CC)C(=O)N2C1c1cccc(F)c1 (stereo not given)	-0.5	12	i
CN(CC(=O)Nc1ccc(N2CCOCC2)cc1)C(=O)CCNC(=O)c1ccc(Br)cc1	-1.3	7	i
O=C(NCc1cccnc1)C1CCCN(S(=O)(=O)c2cccc3nsnc23)C1 (stereo not given)	-1.3	89*	i

KCNQ2 inh, entries above that show a hit
SMILES	STK33 inh	OX1R FRET antag	KCNQ2 inh
Cc1nn(-c2ccccc2)c(/N=C/c2ccccc2O)c1-c1ccccc1	1.4	11	-11*

Back to the main list with the 7 entries that preceded the break.
SMILES	STK33 inh	OX1R FRET antag	KCNQ2 inh
O=C(Nc1ccc(Cl)cc1C(=O)N1CCOCC1)c1cccc([N+](=O)[O-])c1	-1.9	4	i
CCNS(=O)(=O)c1ccc(CCC(=O)NCc2cccnc2)cc1	-0.7	11	i
CCc1c(C)nc2ncnn2c1Nc1ccc(C#N)c(Cl)c1	-0.4	-1	i
O=C(OCc1ccccc1)C1CCCN1C(=O)c1ccccc1[N+](=O)[O-] (stereo not given)	0.1	11	i
CCOC(=O)C1=C(C)N=C2SC(CC)C(=O)N2C1c1cccc(F)c1 (stereo not given)	-0.5	12	i
CN(CC(=O)Nc1ccc(N2CCOCC2)cc1)C(=O)CCNC(=O)c1ccc(Br)cc1	-1.3	7	i
O=C(NCc1cccnc1)C1CCCN(S(=O)(=O)c2cccc3nsnc23)C1 (stereo not given)	-1.3	89*	i
O=C(COC(=O)C1CCN(S(=O)(=O)c2cccs2)CC1)Nc1ccc(F)cc1F	-0.6	11	i
COCCCNC(=S)N1CCC(C(=O)c2ccc3c(c2)OCCO3)CC1	1.4	23	i
CN1CCCN(S(=O)(=O)c2cccc(C(F)(F)F)c2)c2nc3ccccc3nc21	0.0	-2	.
COc1ccccc1-n1c(-c2cn(C)nc2C)n[nH]c1=S	-1.1	4	i
S=C(Nc1ccccn1)Nc1ccccc1Cl	1.2	6	i
NC(=O)c1nn(-c2ccc(Cl)cc2Cl)c(=O)cc1O	-0.8	19	i
CC(=O)c1ccc(Nc2c3c(nc4ccccc24)CCCC3)cc1	1.0	25	i
O=C(C1CC1)N1CCN(c2ccc(F)cc2)CC1	-0.2	2	i
Cc1nn(C)c2ncc(C(N)=O)c(Oc3ccc(Cl)cc3)c12	-0.8	5	i
Cc1ccnc(SCC(=O)N2CCN(c3ccccc3)CC2)n1	-2.0	16	i
CCOc1ccc(/C=N/n2c(C3CCCCC3)n[nH]c2=S)cc1	0.9	-10	i
CCc1ccc(NC(=O)CNC(=O)c2cn(-c3ccccc3OC)c(=O)c3ccccc23)cc1	0.2	34	i
CCOC(=O)C1(CCCc2ccccc2)CCN(C(=O)c2cnc(C)cn2)CC1	.	9	i
CC(C)Oc1ccc(C(=O)Nc2ccc([N+](=O)[O-])cc2)cc1	-0.4	15	i
CC(=O)Nc1ccccc1OCC(=O)NCCC1=CCCCC1	-2.9	14	i
O=C(N/N=C1\CCCc2ccccc21)c1cccc([N+](=O)[O-])c1	1.0	17	i
CC[C@H](C)[C@H](NC(N)=O)C(=O)Nc1ccc(C)cc1	0.6	7	i
COc1ccccc1C1CC(c2ccc(C)cc2)Nc2ncnn21 (stereo not given)	-0.8	22	i
